Screening results: PubChem BioAssay, several laboratories
GC-A act = GC-A (human) enzyme activation | P16066 | HEK293 GC-A cells, cGMP TR-FRET, EC30 ANP; 0% at EC30 ANP, 100% saturating ANP | activation, % at 10 µM | actives 0.14% (n = 370,000) | AID 1671463; in the data active = activation above about 40%
ADAM17 inh = inhibitors of human ADAM17. recombinant ADAM17, EDANS/DABCYL FRET peptide cleavage. inhibition, % at 6.95 µM. actives 0.83% (n = 370,000);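 active = inhibition above the mean of compounds lying between control limits plus 3 SD, set per campaign, cut at about 8.5% in these data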;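 also: 0% = DMSO-only wells as the low control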
hgDAF12 agonist = agonists of H. glycines DAF-12 nuclear receptor | HEK293 GAL4-hgDAF12 UAS-luciferase reporter, agonist luminescence; normalized to butyrate control | activation, % at 6.8 µM | actives 1.8% (n = 370,000);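 active = activation above a cutoff set at the mean of all screened compounds plus 3 SD, cut at about 10% in these data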;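 also: 0% = DMSO wells and 100% = sodium butyrate wells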
PG9 binder = small molecules binding HIV-1 gp120 antibody PG9; TR-FRET gp120-PG9 antibody binding; inhibition, % at 6.7 µM; actives 0.43% (n = 360,000); in the data active = inhibition above about 8.5%
DAX1 inh-1 = DAX1 (NR0B1) inhibition, primary screen. inhibition, % at 6.8 µM. AID 652010. HEK293T StAR-luciferase reporter, SF-1/DAX-1 repression relief. actives 1.1% (n = 370,000);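 active = inhibition above the mean over all tested compounds plus 3 SD, cut at about 3.6% in these data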;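 also: 0% = DAX-1 cells with DMSO and 100% = cells lacking DAX-1 with DMSO; higher inhibition means more luminescence from relief of DAX-1 repression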
ssDAF-12 act = activators of S. stercoralis DAF-12 nuclear receptor. activation, % at 6.8 µM. actives 1% (n = 370,000). AID 652126. HEK293 ssDAF-12/GRIP1 lit1-tk-luc reporter, luminescence; % of 3 µM dafachronic acid response;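 active = activation above the mean over all tested compounds plus 3 SD, cut at about 0.9% in these data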;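 also: 0% = DMSO-only wells and 100% = 3 µM delta7-dafachronic acid wells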
ADAM10 inh = ADAM10 inhibition, QFRET primary screen. recombinant ADAM10, EDANS/DABCYL FRET peptide cleavage, 3 h. inhibition, % at 7 µM. actives 0.62% (n = 370,000);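 active = inhibition above a per-campaign cutoff equal to the mean of compounds falling between control-based bounds plus 3 SD, cut at about 20% in these data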;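 also: 0% = DMSO wells while the 100% control is not disclosed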
Target sequence (O14672 214-748 limits assumed): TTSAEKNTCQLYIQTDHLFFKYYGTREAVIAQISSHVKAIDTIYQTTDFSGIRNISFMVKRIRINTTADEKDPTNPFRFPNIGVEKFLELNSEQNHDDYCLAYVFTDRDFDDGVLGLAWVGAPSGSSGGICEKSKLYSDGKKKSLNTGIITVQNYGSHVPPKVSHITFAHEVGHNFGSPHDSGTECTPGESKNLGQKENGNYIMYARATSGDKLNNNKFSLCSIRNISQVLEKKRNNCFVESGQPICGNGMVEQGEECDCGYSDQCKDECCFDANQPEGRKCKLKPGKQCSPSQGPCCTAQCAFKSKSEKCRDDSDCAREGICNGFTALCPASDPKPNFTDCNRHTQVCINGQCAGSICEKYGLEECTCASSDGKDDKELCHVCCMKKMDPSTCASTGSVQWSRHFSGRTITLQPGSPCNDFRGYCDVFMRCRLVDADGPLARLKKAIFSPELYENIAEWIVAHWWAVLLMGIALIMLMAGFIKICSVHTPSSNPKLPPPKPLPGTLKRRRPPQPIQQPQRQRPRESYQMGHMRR
DAX1 inh-2 = inhibitors of human orphan nuclear receptor DAX1 (NR0B1). P51843. HEK293 Gal4-DAX1 luciferase reporter, luminescence. inhibition, % at 6.75 µM. actives 0.99% (n = 340,000). AID 504766;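 active = inhibition above the mean over all tested compounds plus 3 SD, cut at about 4.2% in these data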;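 also: 0% = DAX1-transfected cells with DMSO and 100% = empty-vector control cells with DMSO; inhibition shows as a rise in luminescence from relieved DAX1 repression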
Target sequence (P51843 207-470 limits assumed): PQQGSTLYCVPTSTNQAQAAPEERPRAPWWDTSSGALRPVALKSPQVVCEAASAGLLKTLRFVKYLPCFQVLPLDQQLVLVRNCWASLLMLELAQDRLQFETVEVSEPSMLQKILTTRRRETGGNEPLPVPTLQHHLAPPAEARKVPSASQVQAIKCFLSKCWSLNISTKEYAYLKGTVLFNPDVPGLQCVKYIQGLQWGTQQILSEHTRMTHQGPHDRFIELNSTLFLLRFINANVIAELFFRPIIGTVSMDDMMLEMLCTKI
hcDAF-12 act = H. contortus DAF-12 activation, primary screen | activation, % at 6.8 µM | HEK293 hcDAF-12 lit1-tk-luc reporter, luminescence; 0% DMSO, 100% Δ7-dafachronic acid | actives 1.4% (n = 370,000) | AID 652067;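 active = activation above the mean of all tested compounds plus 3 SD, cut at about 5.5% in these data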;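 also: 100% = response to 3 µM Δ7-dafachronic acid high control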
SMARCA2 act = increases SMARCA2 function in MMTV reporter cells | MG213 cells, MMTV-luciferase reporter, dexamethasone, overnight | activation, % at 9.1 µM | actives 1% (n = 370,000) | AID 652017; in the data active = activation above about 7.8%;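 also: 0% = vehicle wells and 100% = reference activator wells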
FXN GAA850 act = frataxin GAA850 promoter activation; HEK293 lucGAA850 FXN promoter luciferase reporter, 24 h; percent of 10 µM SAHA response; activation, % at 6 µM; actives 0.56% (n = 360,000); AID 540364;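 active = activation above the average of all compounds screened plus 3 SD, cutoff fixed separately per campaign, cut at about 7.5% in these data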;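 also: 0% = DMSO wells and 100% = 10 µM SAHA wells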
* hit, by the source's call; . = no result given.

SMILES | GC-A act | ADAM17 inh | hgDAF12 agonist | PG9 binder | DAX1 inh-1 | ssDAF-12 act | ADAM10 inh | DAX1 inh-2 | hcDAF-12 act | SMARCA2 act | FXN GAA850 act
Cc1ccc(CC(=O)NCC(O)c2ccccc2)cc1 (stereo not given) | 0 | -2 | 4.5 | 0.1 | 0.1 | -1.6 | -6 | -1.0 | -2.0 | -1 | -0.6
CCN(C(=S)Nc1cc(S(=O)(=O)N2CCOCC2)ccc1Cl)c1cccc2ccccc12 | 4 | -23 | -0.3 | -1.1 | -0.6 | 1.2* | -73 | 0.4 | 6.8* | -1 | -0.4
O=[N+]([O-])c1cccc(Cn2cnc3c(=S)nc[nH]c32)c1 | 21 | -4 | -0.4 | 1.2 | -0.5 | -1.5 | -27 | -1.6 | -0.7 | -5 | -0.8
CC(C)C(c1nnnn1Cc1ccc2c(c1)OCO2)N1CCN(c2ccccc2)CC1 (stereo not given) | -8 | -3 | 1.7 | -0.9 | -1.4 | -0.7 | 3 | 2.8 | 0.3 | 0 | 0.7
Cc1nnc(-c2cccc(C(F)(F)F)c2)nc1N1CCOCC1 | -4 | -3 | 0.8 | 0.2 | 4.3* | -1.7 | -12 | -1.5 | 0.7 | 1 | 3.6
Cc1cccc(NC(=O)C2C(c3ccccc3)C2(Cl)Cl)c1 (stereo not given) | -3 | 11* | 3.6 | -1.1 | -0.8 | -1.4 | 21* | 0.3 | 1.6 | -5 | 1.9
CNC(=O)C1CC(=O)N(Cc2ccc(OC)c(OC)c2)C(=Nc2ccc(OC)cc2)S1 (stereo not given) | 0 | -1 | 0.0 | 0.2 | -0.8 | -1.4 | 7 | -0.2 | -1.4 | 2 | 2.3
CCOC(=O)CNC(=O)CSc1nnc(-c2cccs2)o1 | 0 | 1 | -0.5 | . | -0.8 | -0.8 | -4 | . | -0.4 | -5 | .
Cc1cc(NC(=O)CCC(=O)N(c2ccc(C)c(F)c2)C(C(=O)NC2CCCC2)c2ccco2)no1 (stereo not given) | -1 | 1 | 0.9 | -0.9 | -0.1 | -0.7 | 13 | -2.2 | 2.0 | 3 | 2.9
CC(NC(N)=O)C12CC3CC(CC(C3)C1)C2 (stereo not given) | -4 | 2 | 1.2 | -1.1 | 0.0 | -0.8 | 5 | -0.2 | -0.8 | -3 | 0.5
Cn1cnnc1SCC(=O)Nc1ccc(N2CCCCC2)cc1 | -1 | -2 | 2.6 | -2.3 | 1.4 | -1.3 | -5 | 1.0 | 1.6 | 0 | 2.9
CCCCCCNC(=O)CCCCCNS(=O)(=O)c1ccc(OC)cc1 | -5 | -1 | -1.1 | -1.5 | 0.2 | -2.2 | 6 | -0.6 | -3.2 | 3 | 1.3
CCSc1nnc(NC(=O)c2csc3c2CCCC3)s1 | 0 | 0 | -1.6 | 9.2* | 1.1 | -0.7 | -2 | -0.6 | -1.8 | -3 | 2.5
CC(=O)c1c(C)[nH]c(C(=O)Nc2ccc3c(c2)OCCO3)c1C | 3 | -3 | 11* | -1.5 | 2.8 | 0.7 | -5 | 0.6 | 3.1 | 2 | 1.3
COc1ccc(C(=O)Nc2nnc(SCC(=O)NCc3ccco3)s2)c(OC)c1 | -2 | -3 | 9.6 | -0.3 | 5.0* | 0.1 | 1 | -1.7 | 2.2 | -1 | -3.2
Cc1cc(C)n(C(=O)c2ccc(Cl)c(F)c2F)n1 | 1 | -1 | 6.7 | -2.1 | -0.5 | -1.6 | 1 | 2.0 | -0.3 | 1 | -0.7
Cc1ccc(CNC(=O)CCCCCNC(=O)N2CCn3c2nc2ccccc23)cc1 | -2 | -3 | 3.6 | 0.2 | 0.1 | -0.9 | -11 | 0.3 | -0.2 | 0 | 1.0
Nc1nc2ccccc2n1CCOc1ccccc1Cl | -7 | 1 | -1.0 | -0.1 | -0.7 | -1.4 | 12 | -1.3 | -3.1 | -2 | 3.1
O=C(CCN1C(=O)C2CCCCC2C1=O)Nc1nc(-c2ccc(F)c(F)c2)cs1 (stereo not given) | 36 | 5 | 0.2 | -1.8 | 1.0 | -1.4 | 4 | 1.7 | 0.5 | -1 | 1.3
Cc1cc(N2CCC(C)CC2)nc2cccc(O)c12 | 6 | -10 | 7.7 | 0.0 | -0.6 | -0.4 | -41 | 0.1 | -0.7 | 1 | 0.6
COc1ccc(CCNC(=O)CSc2nc(O)c(CC(C)C)c(=O)[nH]2)cc1OC | 0 | 5 | 3.0 | -1.4 | -0.8 | -0.6 | 18 | -0.7 | 0.4 | -2 | -0.5
CCOC(=O)c1c(NC(=O)C2CCCN(S(=O)(=O)c3ccccc3)C2)sc2c1CCCC2 (stereo not given) | -2 | -5 | -4.0 | 3.0 | -0.4 | -1.6 | -4 | -3.0 | -2.1 | -5 | -0.5
COc1ccc(CCNS(=O)(=O)c2cccc(C)c2)cc1OC | 3 | -2 | -1.0 | -0.2 | -0.9 | -1.6 | -1 | -0.4 | -1.8 | 1 | 1.3
O=C(C(=O)N1CCc2ccccc2C1)N1CCc2ccccc2C1 | -2 | -5 | -3.4 | -0.6 | -0.6 | -1.4 | -7 | . | -1.1 | -2 | .
CCOn1c(=O)c(-c2ccc(OC)c(OC)c2)[n+]([O-])c2ccccc21 | 2 | -1 | -1.4 | -0.8 | -0.5 | -0.9 | -2 | 0.0 | -1.2 | -3 | 2.5

Entries of single compounds from above. Screens in order: GC-A act | ADAM17 inh | hgDAF12 agonist | PG9 binder | DAX1 inh-1 | ssDAF-12 act | ADAM10 inh | DAX1 inh-2 | hcDAF-12 act | SMARCA2 act | FXN GAA850 act
`Cc1nnc(-c2cccc(C(F)(F)F)c2)nc1N1CCOCC1` is listed with -4 | -3 | 0.8 | 0.2 | 4.3* | -1.7 | -12 | -1.5 | 0.7 | 1 | 3.6
`Cc1cccc(NC(=O)C2C(c3ccccc3)C2(Cl)Cl)c1` (stereo not given) is listed with -3 | 11* | 3.6 | -1.1 | -0.8 | -1.4 | 21* | 0.3 | 1.6 | -5 | 1.9
`O=[N+]([O-])c1cccc(Cn2cnc3c(=S)nc[nH]c32)c1` is listed with 21 | -4 | -0.4 | 1.2 | -0.5 | -1.5 | -27 | -1.6 | -0.7 | -5 | -0.8

(further entries)
SMILES | GC-A act | ADAM17 inh | hgDAF12 agonist | PG9 binder | DAX1 inh-1 | ssDAF-12 act | ADAM10 inh | DAX1 inh-2 | hcDAF-12 act | SMARCA2 act | FXN GAA850 act
COc1cccc2c(=O)cc(C)n(CC(=O)Nc3ccc(C)c(C)c3)c12 | -3 | -2 | -5.1 | 2.0 | -1.7 | -2.2 | -11 | -3.0 | -3.8 | -1 | -3.6
O=C1CC2(CC(c3ccc(Cl)cc3)=NO2)C(=O)N1c1ccccc1 (stereo not given) | -1 | -1 | -1.5 | -2.3 | 0.0 | -1.2 | -3 | 1.0 | 0.2 | -1 | 0.1
Cc1ccc(S(=O)(=O)N2CCN(C(=O)COC(=O)COc3ccc(Cl)c(C)c3)CC2)c(C)c1 | 2 | 2 | -2.9 | -0.3 | -0.7 | -0.8 | -47 | 0.2 | -0.5 | 4 | 2.7
COc1ccc2[nH]c(C)cc(=O)c2c1 | 1 | -31 | -2.1 | 0.8 | 0.0 | -0.8 | -92 | -0.8 | -2.0 | 2 | 0.8
O=C(O)c1cc(-c2ccc(N3CCOCC3)cc2)nn1-c1ccc(F)cc1F | 3 | 0 | 17* | -3.3 | -0.4 | -1.6 | -1 | 0.4 | -0.6 | 1 | -1.6
CCC(=O)Nc1cccc(-c2cn3ccccc3n2)c1 | 2 | -28 | 2.5 | -2.7 | 1.7 | -1.1 | -102 | 0.5 | 1.5 | 2 | 4.0
NC1=NC(=O)/C(=C/c2ccccc2OS(=O)(=O)c2ccccc2)S1 | 2 | -2 | -0.4 | 1.3 | -1.0 | -0.9 | 1 | -1.5 | -0.8 | 0 | -0.6
CC(C)NC(=O)N1c2ccccc2Sc2ccccc21 | -4 | 3 | 1.1 | -1.3 | 0.3 | -1.3 | 2 | -0.9 | -0.3 | -3 | -0.1
CC(C)C(=O)Nc1ccc(N2CCN(c3ccc(F)cc3)CC2)cc1 | 1 | 1 | -1.7 | -1.3 | -0.2 | -1.3 | 3 | 0.1 | 0.3 | 1 | -0.1
CC(NC(=O)C1CCN(C(=O)Nc2ccccc2)CC1)c1ccccc1Cl (stereo not given) | 1 | 2 | -2.2 | 0.5 | 0.4 | -1.8 | 0 | 0.0 | -1.1 | -3 | 0.1
O=C(COC(=O)c1ccccc1Nc1ccc(SC(F)F)cc1)NC1CC1 | 23 | 0 | 2.8 | -0.5 | 0.1 | -1.5 | -18 | 0.0 | 0.2 | 0 | 2.4
C/C=C/C(=O)NCCc1ccc(OC)c(OC)c1 | 2 | -4 | -1.2 | -0.4 | 0.3 | -1.2 | -3 | 2.1 | -1.0 | 1 | 1.3
C=CCN(CC=C)C(=O)c1ccccc1NC(=O)c1ccccc1C | -2 | 4 | 2.6 | -0.9 | 0.2 | -0.1 | 7 | 0.9 | 2.8 | 2 | -0.5
COCCn1c(SCc2cccc([N+](=O)[O-])c2)nc2ccccc2c1=O | -17 | 1 | -1.6 | 0.8 | -0.6 | -1.6 | 5 | 0.5 | -2.2 | -3 | 1.5
COc1ccc(C(CC(=O)Nc2nccs2)C(C)C)cc1 (stereo not given) | -42 | -3 | -2.2 | 1.7 | -0.4 | -1.1 | 6 | 0.9 | -1.8 | -4 | -1.2
CNCCCCOc1ccc(C(C)(C)C)cc1Cl | -2 | -4 | 1.3 | 0.4 | -0.7 | -1.5 | -5 | -0.7 | -0.8 | -3 | 3.3
COc1ccc(-n2nnc3c(SCC(=O)OCc4ccccc4)ncnc32)cc1 | 10 | -3 | -2.0 | 1.8 | 0.0 | -0.7 | 2 | -0.2 | -1.0 | -1 | 0.0
CCn1cc2c(c1-c1cccc(C)c1)c(=O)n(C)c(=O)n2C | 1 | -2 | 3.0 | -0.2 | 0.3 | -1.6 | 0 | 1.6 | -0.1 | -2 | 0.1
CC(C(=O)N1c2ccccc2CC1C)N1CCN(S(=O)(=O)c2ccccc2F)CC1 (stereo not given) | 4 | 3 | -2.3 | -0.9 | 0.8 | -1.5 | -3 | 0.4 | 1.5 | -2 | 1.0
Cc1ccccc1NC(=O)CSc1nc2n(n1)CCCCC2 | 2 | 1 | 1.1 | 0.9 | -0.2 | -1.3 | 5 | 0.3 | -1.2 | -1 | 0.0
CCOc1ccccc1NC(=O)CSC1=C(C#N)C(c2ccco2)C(C(=O)Nc2nc3ccccc3s2)=C(C)N1 (stereo not given) | -6 | -3 | 4.8 | 1.1 | 0.7 | -0.3 | -6 | 0.1 | 0.1 | 2 | 2.7
COc1ccc(/C=C/c2nc(-c3ccccc3)cc(=O)[nH]2)cc1 | 0 | -28 | 0.7 | 0.0 | -0.1 | -1.6 | -42 | 3.7 | -0.5 | -3 | 3.0
Cc1csc(SCC(=O)NC(=O)NC(C)C)n1 | 0 | 4 | -2.3 | 0.5 | -0.7 | -0.8 | -1 | 0.4 | -1.0 | -1 | 2.0
S=C(NCc1ccc(Cl)cc1)NCc1ccccn1 | 2 | -2 | 0.8 | -0.9 | 0.4 | -1.2 | -15 | 1.8 | -0.8 | -3 | 1.6
COc1cc(SC)ccc1C(=O)NCCOc1ccc(F)cc1 | 3 | -5 | 17* | -1.9 | 2.6 | -0.7 | -8 | 1.1 | 4.0 | 4 | 5.0
COc1ccc(NC(=O)CSC2=NCCN2)cc1 | -2 | -3 | -0.1 | -0.9 | -1.2 | -0.8 | -2 | 1.1 | -0.6 | 5 | 1.4
